Screening data (PubChem)
PAX8 reporter: PAX8 transcriptional activity inhibition; RMG-I TPO-luciferase reporter, SteadyGlo, 24 h; inhibition, % at 12.6 µM; hit rate 1.2% among 360,000;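 active = mean replicate inhibition at least 60% with every replicate also reaching 60%; inconclusive = only one of the two criteria is met; inactive = mean below 60% and not all replicates reaching 60%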;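 also: luciferase light reporting Pax8 driven TPO promoter activity; plate controls were median of neutral control wells for no effect and mitoxantrone controls for full effect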
ERp5 inh: blocks human ERp5 reductase activity on insulin; Q15084; ERp5 insulin aggregation, absorbance 650 nm, 90 min; inhibition, % at 9.99 µM; hit rate 0.05% among 350,000;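 active = mean replicate inhibition above about 25%, with every replicate also reaching it, limit read from the data, passing the limit was not always enough; inconclusive = only one of those two criteria met; inactive = neither criterion met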
Target sequence (Q15084 whole entry, looked up): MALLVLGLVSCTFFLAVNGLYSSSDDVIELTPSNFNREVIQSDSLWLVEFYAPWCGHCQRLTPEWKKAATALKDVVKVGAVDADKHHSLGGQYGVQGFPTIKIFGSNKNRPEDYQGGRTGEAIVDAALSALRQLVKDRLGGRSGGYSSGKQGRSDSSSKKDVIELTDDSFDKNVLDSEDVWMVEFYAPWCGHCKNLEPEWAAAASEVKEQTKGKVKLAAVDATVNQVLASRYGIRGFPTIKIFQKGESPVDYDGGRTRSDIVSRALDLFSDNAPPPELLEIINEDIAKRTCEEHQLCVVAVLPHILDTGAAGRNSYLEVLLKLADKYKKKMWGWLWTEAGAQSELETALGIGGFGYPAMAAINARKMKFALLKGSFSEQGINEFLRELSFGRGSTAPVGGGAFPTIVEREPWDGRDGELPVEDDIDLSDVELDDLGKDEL
EWS-Fli inh: blocks EWS/Fli oncoprotein-driven transcription | A673 NR0B1-luciferase reporter, viability-normalised | inhibition, % at 12.6 µM | hit rate 0.67% among 350,000;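 active = mean inhibition of at least 50% after viability correction, with every replicate also passing that limit; inconclusive = mean reaches 50% but only one of two replicates passes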;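 also: firefly luciferase signal divided by Alamar Blue viability fluorescence both relative to DMSO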
CFTR F508del cor: CFTR F508del correction in bronchial cells; CFBE cells, YFP halide quenching; stimulated with forskolin plus potentiator P3; % fluorescence drop versus neutral controls; activity (quench increase), % at 7.58 µM; hit rate 0.36% among 350,000;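 active = mean added fluorescence quench of at least 8% versus neutral control, with both replicates also reaching 8%; inconclusive = only one of the mean or replicate conditions met; inactive = mean below 8% and not both replicates reaching 8%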;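 also: cells transiently co-express mutant CFTR-F508del with the halide-sensitive YFP; corrector assay measuring rescue of mutant channel to the surface after 24 h compound exposure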
DENV2 CPE rescue: DENV2-induced cell death inhibition. DENV2-infected cells, cytopathic effect rescue, plate reader. CPE inhibition, % at 9.99 µM. hit rate 1.7% among 350,000; in the data active = CPE inhibition above about 20%, passing the limit was not always enough; inconclusive = no clear call, values can overlap the other calls; tested in BHK-21 cells;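 also: 0% = median of neutral control wells and 100% = median of positive control wells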
GSIS activator: primary screen for activators of insulin secretion dependent on glucose, INS-1E cells, GLuc reporter luminescence | INS-1E GLuc reporter insulin secretion, 2-3 h | activation, % at 16.6 µM | hit rate 0.61% among 370,000 | AID 743287;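 active = lowest replicate activation of at least 40%, so every replicate reaches that level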;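 also: 0% = median of neutral control wells and 100% = median of IBMX positive control wells; some compounds called inactive have numbers as strong as hits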
XiGFP reactiv: reactivates the inactive X chromosome in mouse fibroblasts | XiGFP mouse fibroblasts, % GFP-positive cells imaging, 3 d; cells co-treated with 5-aza-dC sensitizer; scaled so ellipticine positive control = 100% | activation, % at 7.58 µM | hit rate 0.055% among 360,000;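 active = mean normalized replicate activation at least 10% and every replicate at or above 10%; inconclusive = only one of the two criteria met; inactive = mean below 10% and not all replicates reach 10%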;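 also: 0% = median of on-plate neutral control wells and 100% = ellipticine 6 µM median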
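Material: XiGFP fibroblasts, SV40-immortalized; Buffer or medium: DMEM containing 5-aza-dC; Compound dosing: single point; Times: 3 days compound exposure.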
ARNT-TACC3 inh: disrupts binding between human ARNT and TACC3. Q9Y6A5. AlphaScreen His-ARNT PAS-B/GST-TACC3 binding, luminescence; TACC3 fragment carries E629A point mutation. inhibition, % at 9.99 µM. hit rate 0.66% among 390,000. AID 623870;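 active = mean inhibition of replicates at least 50% and at least half of replicates each reaching 50%; inconclusive = half or more replicates reach 50% but mean below 50%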;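 also: 0% = complete ARNT plus TACC3 wells and 100% = ARNT alone without TACC3; many hits fall short of the cut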
The depositor's hits bear a star; u = inconclusive; x = not tested or not shown.

SMILES	PAX8 reporter	ERp5 inh	EWS-Fli inh	CFTR F508del cor	DENV2 CPE rescue	GSIS activator	XiGFP reactiv	ARNT-TACC3 inh
CN1C(=O)c2cc(NC(=O)Cc3ccccc3)ccc2OC[C@H]2O[C@@H](CC(=O)NC3CCC3)CC[C@H]21	18	2	3	-2.0	5	-7	0.2	2
COc1ccc(C(CNC(=O)COc2cccc(C)c2)N2CCCC2)cc1 (stereo not drawn)	-11	12	0	2.8	3	-24	1.5	5
NS(=O)(=O)c1ccc(CCNC(=O)Cc2cccs2)cc1	14	1	8	2.3	-3	0	0.1	0
C[C@@H]1CN([C@@H](C)CO)C(=O)c2cc(C#Cc3ccccn3)cnc2O[C@H]1CN(C)C(=O)CCN1CCCCC1	x	8	0	-0.3	13	19	0.3	0
O=C(NN1C(=O)CSC1=S)c1cccnc1	12	7	0	1.9	6	-13	0.0	x
N#CCCN1CCN(S(=O)(=O)c2ccc(S(=O)(=O)N3CCOCC3)cc2)CC1	-12	-1	9	-0.8	-2	5	0.0	0
Cc1cccc(-c2ccc([C@H]3[C@H](CO)N4CCCCN(Cc5cccnc5)C[C@@H]34)cc2)c1	-29	-1	x	0.7	9	x	x	6
C[C@@H]1CN([C@H](C)CO)C(=O)Cc2cc(NS(=O)(=O)c3ccc(F)cc3)ccc2O[C@@H]1CN(C)Cc1ccncc1	12	-1	6	0.5	11	5	0.2	-2
[N-]=[N+]=NCc1ccccc1C[C@]1(C(=O)NCC(O)CO)N=C(c2ccc(OCCCO)cc2)O[C@H]1c1ccccc1 (stereo partly drawn)	-8	1	8	1.1	-3	x	x	1
COc1ccc(-n2nnnc2SCC(=O)N2CCCC2=O)cc1	-2	3	-4	-3.5	-5	3	0.0	-5
CCCN1[C@@H]2c3ccc(-c4ccccc4)c(=O)n3C[C@@H]2[C@@H](CO)[C@@H]1C(=O)N[C@H](C)c1ccccc1	x	0	-11	-2.3	-3	-15	0.3	2
CC(C)CCNC(=O)c1onc(CSc2ccc(Cl)cc2)c1C(=O)NCCC(C)C	-7	3	4	-1.7	x	-21	0.0	-17
CC(C)(C)c1cc(C(=O)NN)n(Cc2ccc(Cl)cc2Cl)n1	15	0	19	8.6*	-16	x	0.1	-4
COC(=O)CCC(=O)Nc1cc(S(=O)(=O)Nc2ccc(Cl)cc2)ccc1N1CCOCC1	-9	x	x	x	x	0	0.3	3
Cc1ccc(-c2csc3ncnc(N4CCN(c5ccccc5O)CC4)c23)cc1	15	2	9	1.4	-4	15	0.1	0
COc1ccc(/C=N/NC(=O)c2cnccn2)c(OC)c1OC	7	x	14	0.0	-3	x	-0.1	-4
CCCNC(=O)N(C)C[C@H]1Oc2ncc(-c3ccc(OC)cc3)cc2C(=O)N([C@H](C)CO)C[C@@H]1C	x	7	-8	2.1	-3	-8	-0.1	-2
CN(C)CCn1c2c(c(SCC(=O)Nc3ccccc3C(F)(F)F)nc1=O)CCCC2	3	3	3	-1.6	0	-2	0.0	0
CCNC(=O)C1(C)CCN1CCS(=O)(=O)c1ccc(C)cc1 (stereo not drawn)	11	0	-5	2.3	-7	17	0.2	x
CC(=O)Nc1cccc(Oc2ncnc3scc(-c4ccc(C)cc4)c23)c1	16	7	-7	x	1	-12	-0.1	-8
CS(=O)(=O)N(CC(=O)N1CCCCCC1)c1cc(Cl)ccc1Cl	-6	-6	5	-1.3	u	-9	0.0	-2
COc1cccc(C(=O)C2CCCN(Cc3cccc(-n4cccn4)c3)C2)c1 (stereo not drawn)	1	2	6	-2.4	2	x	0.0	2
CCCCCCSC1=C(C#N)C(c2ccccc2)CC(=O)N1 (stereo not drawn)	x	2	7	-4.4	x	-6	x	-5
CCc1ccccc1S(=O)(=O)Cc1ccc(C(=O)NCCc2ccccc2)o1	-7	6	x	1.3	7	-15	0.0	-2
COc1ccc(-n2nc(C(=O)NCC(=O)N3CCN(c4ccccc4OC)CC3)c3ccccc3c2=O)c(OC)c1	-39	0	-38	-0.3	u	-26	0.4	-2

Ordered by value in CFTR F508del cor (highest first): 3 of the compounds above.
| molecule | CFTR F508del cor |
| --- | --- |
| O=C(NN1C(=O)CSC1=S)c1cccnc1 | 1.9 |
| CCc1ccccc1S(=O)(=O)Cc1ccc(C(=O)NCCc2ccccc2)o1 | 1.3 |
| C[C@@H]1CN([C@@H](C)CO)C(=O)c2cc(C#Cc3ccccn3)cnc2O[C@H]1CN(C)C(=O)CCN1CCCCC1 | -0.3 |

Next section:
SMILES	PAX8 reporter	ERp5 inh	EWS-Fli inh	CFTR F508del cor	DENV2 CPE rescue	GSIS activator	XiGFP reactiv	ARNT-TACC3 inh
Cc1cc(C(=O)NCCCN2CCN(C3CCCCC3)CC2)n(-c2ccccc2)n1	0	1	-7	0.6	u	5	0.0	1
CC(C)(C)c1ccccc1NC(=O)Nc1nc(C(N)c2ccccc2Cl)cs1 (stereo not drawn)	13	-3	9	4.0	12	1	0.6	x
Cc1cc(Br)ccc1NC(=O)c1ccccc1-c1ccccc1	5	1	-4	-3.8	-11	2	0.0	-4
COc1ccc(/C=N/Nc2nc(C)cc(-c3ccccc3)n2)cc1OC	-16	3	-7	-4.6	-1	-16	0.3	4
COc1ccc(CN(C)C[C@@H]2Oc3ccc(NC(=O)CCC(F)(F)F)cc3CC(=O)N([C@@H](C)CO)C[C@@H]2C)cc1	-16	2	0	0.5	-1	-7	0.2	-3
COc1ccc([N+](=O)[O-])cc1NC(=O)C(C)OC(=O)/C=C/c1ccco1 (stereo not drawn)	-4	x	x	x	x	-3	-0.1	4
OC[C@@H]1[C@H](c2ccc(-c3ccc(F)cc3)cc2)[C@@H]2CN(Cc3ccncc3)CCCCN12	-36	-2	-8	-0.7	38*	-12	0.4	-8
COc1ccc(C(=O)N2CCN(c3ccccc3Cl)CC2)cc1S(=O)(=O)NC1CC1	19	-1	8	0.9	8	x	-1.0	7
O=C(C[C@H]1CC[C@@H]2[C@H](COC[C@H](O)CN2Cc2ccccc2)O1)N[C@@H]1CCN(Cc2ccccc2)C1	-20	1	-7	0.1	17	5	0.0	9
O=C(NCc1ccccc1)[C@@H]1C[C@H]1[C@@H](NP(=O)(c1ccccc1)c1ccccc1)c1ccccc1	18	4	-4	1.8	7	x	0.1	19
O=C(OCC(=O)N1CCN(S(=O)(=O)c2ccc(Cl)cc2)CC1)c1cc(Br)ccc1O	x	12	2	0.0	-2	-7	-0.1	-4
CCOC(=O)n1c(O)c(N=NC(N)=S)c2cc(C)ccc21	7	2	-4	-2.9	1	5	0.0	28
O=C(N1CCOCC1)N1CCN(S(=O)(=O)c2ccc(F)cc2)CC1	-6	3	3	0.0	1	9	0.2	5
Cc1ccc(C)c(Nc2cc(C(=O)NCc3cccnc3)c3ccccc3n2)c1	28	0	14	-1.4	1	25	-0.1	1
Fc1cccc(Cc2c(C3CCCCC3)nc3c4ccccc4ccn23)c1	-13	-8	-12	2.9	-2	25	0.2	x
CC(CCc1ccccc1)NC(=O)c1ccc(-n2cncn2)c([N+](=O)[O-])c1 (stereo not drawn)	3	-1	1	-1.0	-3	15	0.1	4
CCn1cc(Cl)c(C(=O)NNC(=O)CCn2cc([N+](=O)[O-])cn2)n1	-21	-3	1	x	-2	2	-0.1	-18
N#C/C(=C(/O)CCl)c1nc(-c2ccccc2)cs1	-40	0	-42	-1.5	-3	30	-0.1	-3
CN(C)/C=C(/C(=O)c1ccc(F)cc1)S(=O)(=O)c1ccc(F)cc1	-59	3	-51	0.9	-2	6	0.0	x
COc1ccc2c3c([nH]c2c1)[C@H](CO)N(C(=O)c1ccccc1)CC31CN(C(=O)c2cccc(F)c2)C1	13	1	2	0.2	-7	-9	0.1	x
O=C(Cn1ncc(Cl)c(Cl)c1=O)NCC1CCCCC1	1	0	u	x	-1	x	5.1	-8
O=C(NC1CC1)C1=C[C@@H](c2ccc(C(F)(F)F)cc2)C[C@@H](OCCCCO)O1	-21	0	-36	-0.3	-5	-12	0.7	-2
O=C(Nc1cc(F)ccc1F)C1CCCN1S(=O)(=O)c1cccc2nsnc12 (stereo not drawn)	6	4	-2	2.4	0	6	0.0	9
COc1cccc(NC(=O)CN(C)C(=O)c2cc(S(=O)(=O)N3CCCCCC3)ccc2OC)c1	5	5	-1	0.7	6	-2	0.1	0
COc1ccc(S(=O)(=O)Nc2ccc3c(c2)[C@@H]2C[C@H](CC(=O)N(C)C)O[C@@H](CO)[C@@H]2O3)cc1	1	-3	7	2.3	0	-3	0.2	0
More results follow.
SMILES	PAX8 reporter	ERp5 inh	EWS-Fli inh	CFTR F508del cor	DENV2 CPE rescue	GSIS activator	XiGFP reactiv	ARNT-TACC3 inh
O=C(C[C@H]1CC[C@@H]2[C@H](COC[C@H](O)CN2Cc2ccccc2F)O1)N1CCc2ccccc2C1	-7	0	4	3.8	-9	-16	0.1	13
CC(C)Oc1ccc(S(=O)(=O)N2CCCCC2)cc1NC(=O)CC1OC(=O)c2ccccc21 (stereo not drawn)	-6	-1	8	-1.5	2	3	0.0	-1
Cc1ccccc1NS(=O)(=O)c1cc2c3c(c1)CC(=O)N3CCC2	-7	6	2	4.0	10	19	0.1	6
CCOC(=O)[C@H]1[C@H]2COc3ccc(C)cc3[C@@H]2N2C(=O)[C@@H](C)NC(=O)[C@@]12C	-1	-3	-9	1.0	4	11	-0.1	-1
CC(NC(=O)CNC(=O)c1sc2ccccc2c1Cl)c1ccc(S(N)(=O)=O)cc1 (stereo not drawn)	9	-1	-7	3.1	-5	12	0.0	4
C[C@H](CO)N1C[C@H](C)[C@H](CN(C)C(=O)Nc2cccc3ccccc23)Oc2c(NS(C)(=O)=O)cccc2C1=O	10	0	x	1.6	-8	16	0.4	23
CN(C(=O)c1ccc(NC(=O)C2CCCN(C(=O)OC(C)(C)C)C2)cc1)C1CC1 (stereo not drawn)	0	5	-8	2.6	-3	4	0.0	32
O=C(Nc1ccc2c(c1)OCCO2)c1ccc(Cl)cc1Cl	-87	3	16	-1.3	-8	x	0.1	33
COc1ccc(S(=O)(=O)N2CCC(C(=O)N[C@@H](C)C(=O)N3CCCC3)CC2)cc1	8	-9	-1	1.6	8	-3	0.0	x
COc1cc(/C=C(/C#N)C(=O)NCc2ccccc2)cc(OC)c1OC	11	1	4	2.4	67*	-10	0.0	26
COc1cc(CNC(=O)CCCCCCC(C)C)ccc1O	3	2	23	-0.1	18	x	0.3	x
Cc1noc(C)c1CSCC(=O)N(C)CC(=O)Nc1ccccc1Br	9	-3	4	-0.6	-4	-7	0.1	-1
CCCC(=O)Nc1ccc2c(c1)C(=O)N(C)C[C@@H](OC)[C@H](C)CN(Cc1cc(F)ccc1F)[C@H](C)CO2	11	1	8	0.4	-4	-3	-0.1	1
Cc1cc2nc(-c3ccc(SCc4ccc(C(=O)O)cc4)nc3)[nH]c2cc1C	-69	-6	-118	1.0	3	6	0.0	-6
O=C(NCC1CCCO1)C(c1ccc(F)cc1)N(CC1CCCO1)C(=O)c1ccc(-c2ccccc2)[nH]1 (stereo not drawn)	8	3	1	-2.4	1	-20	-0.1	2
COc1ccccc1S(=O)(=O)N[C@H]1CC[C@@H](CC(=O)N2CCOCC2)O[C@H]1CO	-5	0	4	-0.6	-5	-1	0.1	x
Cc1cc[n+](-c2nc3ccccc3nc2[N-]S(=O)(=O)c2cccs2)cc1C	-16	0	-7	x	-1	x	-0.1	2
COc1ccc(CN2CCCC(C(=O)Nc3cccc(-n4cccn4)c3)C2)cc1 (stereo not drawn)	14	9	20	2.2	0	-13	0.1	7
CN(CC(O)COCc1ccc2c(c1)OCO2)C1CCCCC1 (stereo not drawn)	3	-9	1	-1.2	-2	-1	0.1	x
